Screens: PubChem BioAssay, several laboratories
Yfh1-off respiration – mitochondrial function rescue without frataxin homolog – Friedreich's ataxia, plus single-dose screen, dose response (AID 1465). S. cerevisiae Yfh1-off respiration, WST-1 reduction, 72 h; higher fold induction means a stronger effect. fold induction at 50 µM; hits with a dose series show EC50 in µM. hit rate 0.074% among 220,000;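 active = fold induction of absorbance versus untreated yeast above a set limit, then at least 30% activation at any dose in follow-up; inconclusive = repeats straddling the limit, or above it without dose testing; inactive = fold induction below the set limit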;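 note: activators that raise dye reduction in frataxin-depleted yeast; strong numbers were not always called active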
GPR55 LPI antagonism – inhibition of LPI-stimulated GPR55 beta-arrestin translocation – imaging, U2OS, beta-arrestin-GFP, LPI agonist, primary screen (AID 2013) | inhibition, % at 10 µM, or IC50 in µM where a hit was titrated | U2OS GPR55 beta-arrestin-GFP translocation imaging, LPI antagonism; higher % means a stronger effect | hit rate 0.13% among 290,000;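 active = spots per cell inhibited over 60%, with over 100 cells counted and total cytoplasm intensity under 500,000; inconclusive = wells with under 100 cells, flagged as likely toxic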;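 note: U2OS cells stably carrying GPR55 and arrestin-GFP stimulated by 5 µM LPI near EC80; imaged beta-arrestin-GFP aggregate spots per cell after agonist stimulation; plate controls were LPI-stimulated DMSO wells for no effect and DMSO wells without LPI for full effect; some results filed as inactive read as strong as hits; confirmed hits need IC50 under 10 µM and bright autofluorescent wells are also inconclusive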
GPR35 arrestin U2OS – inhibition of zaprinast-stimulated GPR35 beta-arrestin translocation – imaging, U2OS, beta-arrestin-GFP, zaprinast agonist, primary screen (AID 2058) | U2OS GPR35 beta-arrestin-GFP translocation imaging, zaprinast antagonism; higher % means a stronger effect | one-dose inhibition, % at 10 µM; IC50 in µM for titrated hits | hit rate 0.052% among 290,000;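 active = inhibition of at least 50% with at least 30 cells and total cytoplasm GFP at most 10,000,000; inconclusive = under 30 cells or total GFP of 10,000,000 plus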
GPR55 activation – GPR55 agonists via beta-arrestin recruitment, primary screen, imaging, U2OS cells, beta-arrestin-GFP redistribution (AID 1961) | U2OS GPR55 beta-arrestin-GFP redistribution imaging; higher % means a stronger effect | hit rate 0.048% among 290,000 | one-dose activation, % at 10 µM; EC50 in µM for titrated hits;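 active = activation above 40% with more than 50 cells counted in the well; inconclusive = wells holding fewer than 50 cells, flagged as toxic or sparse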;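 note: U2OS osteosarcoma cells stably expressing GPR55 and beta-arrestin-GFP; plate controls were DMSO negative control for no effect and LPI positive control for full effect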
AID2073 – disruptors of CaV2.2 binding to Mint1 – biochemical, HTRF (AID 2073) | HTRF protein-protein interaction, Mint1-CaV2.2; higher % means a stronger effect | inhibition, % at 20 µM, or IC50 in µM where a hit was titrated | hit rate 0.19% among 290,000; in the data active = inhibition mostly above about 51%, no sharp cut-off; inconclusive = no clear call, values can overlap the other calls; inactive = mostly below about 53%; note: some results filed as inactive read as strong as hits
Large T inhibition – TAg ATPase/helicase activity blockers – biochemical (AID 1903); hit rate 0.39% among 310,000; SV40 large T antigen ATPase/helicase inhibition assay; higher % means a stronger effect; one-dose inhibition, % at 20 µM; IC50 in µM for titrated hits; in the data active = a potency from the dose series; inconclusive = inhibition mostly from about 32% at the one dose, without a potency; inactive = the rest, 99 in 100 with inhibition below about 32%; note: strong numbers were not always called active
NTR1 ag – NTR1-driven beta-arrestin-GFP spot formation – imaging, U2OS cells, high content, primary screen (AID 493036); agonist mode; activation, % at 20 µM; hit rate 0.17% among 330,000;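 active = activation at or above 40% of the spot to cytoplasm intensity ratio, with at least 20 cells analyzed; inconclusive = wells under 20 cells, flagged as cytotoxic or low count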;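 note: 0% = DMSO without peptide and 100% = 100 nM NTR1 peptide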
Target sequence (P30989 whole entry, looked up): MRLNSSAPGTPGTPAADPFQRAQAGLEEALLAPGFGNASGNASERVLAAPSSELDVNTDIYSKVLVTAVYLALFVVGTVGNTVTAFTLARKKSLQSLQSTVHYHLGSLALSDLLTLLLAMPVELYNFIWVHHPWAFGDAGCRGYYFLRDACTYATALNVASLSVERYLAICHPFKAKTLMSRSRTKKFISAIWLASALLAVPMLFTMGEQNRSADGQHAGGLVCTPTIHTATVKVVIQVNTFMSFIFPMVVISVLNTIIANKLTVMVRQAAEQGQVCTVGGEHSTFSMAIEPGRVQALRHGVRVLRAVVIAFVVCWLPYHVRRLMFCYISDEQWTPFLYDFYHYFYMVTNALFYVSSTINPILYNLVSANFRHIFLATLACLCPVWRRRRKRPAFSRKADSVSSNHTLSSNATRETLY
Rac1 GTP hydrolysis – MgcRacGAP GTPase-activating activity inhibitors, confirmation, biochemical, ADP Hunter fluorescence; MgcRacGAP-stimulated Rac1 GTP hydrolysis, ADP Hunter fluorescence; higher % means a stronger effect; GST-tagged Rac1 F28L mutant substrate; AID 624330; inhibition, % at 30 µM, or IC50 in µM where a hit was titrated; hit rate 0.6% among 340,000;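 active = first-screen hits whose inhibition reached a set limit at any dose in the follow-up dose series; inconclusive = inhibition above the set first-screen limit but never retested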;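 note: fluorescence reports GDP produced by GAP-driven GTP hydrolysis; strong numbers were not always called active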
NS5 inhibitors – Dengue-2 NS5 methyltransferase inhibitors, primary screen, biochemical, confirmation dose response (AID 588689). Dengue-2 NS5 methyltransferase capping enzyme assay, biochemical; higher % means a stronger effect. inhibition, % at 25 µM, or IC50 in µM where a hit was titrated. hit rate 0.3% among 340,000; in the data active = a potency from the dose series; inconclusive = inhibition above about 29% without an active follow-up result
NTR1 ag cell count 20 µM – second read-out of NTR1 ag, no call of its own (marks repeat the call); cell count; measured here: cell count, cytotoxicity flag
NS5 inhibitors pilot replicate – second read-out of NS5 inhibitors, no call of its own (marks repeat the call); inhibition, %; measured here: pilot screen replicate inhibition
An asterisk follows results filed as active; i = inactive; ? = inconclusive; · = no result given.

SMILES | Yfh1-off respiration | GPR55 LPI antagonism | GPR35 arrestin U2OS | GPR55 activation | AID2073 | Large T inhibition | NTR1 ag | NTR1 ag cell count 20 µM | Rac1 GTP hydrolysis | NS5 inhibitors | others
Cc1nn(S(=O)(=O)c2cccs2)c(C)c1Sc1ccc([N+](=O)[O-])cc1 | i | 6% | -1% | -0.1% | -12% | -2% | 0.8 | 61 | 13% | -2%
CCc1cccc(CC)c1NC(=O)COC(=O)c1cccc(S(=O)(=O)N2CCc3ccccc3C2)c1 | i | 16% | -1% | -0.3% | 0% | 9% | -1.7 | 44 | 3% | 0%
CCc1ccc(OCCNC(=O)c2cc(SC)ccc2Cl)cc1 | · | 17% | 4% | 0.3% | -6% | 2% | -4.2 | 94 | 8% | -1% | NS5 inhibitors pilot replicate=0.8
Cc1[nH]c2ccc(C(=O)OC(C)C(=O)NCc3ccccc3)cc2c1C (stereo unspecified) | · | · | · | · | · | 6% | 0.8 | 49 | 5% | -1%
CC(=O)c1c(C)[nH]c(C(=O)CN2C(=O)NC(C)(CCC(C)C)C2=O)c1C (stereo unspecified) | i | -14% | 6% | -0.4% | 1% | 8% | 0.2 | 36 | 4% | 3%
O=C(CCCc1ccccc1)c1ccccc1 | · | 10% | 8% | 0.5% | ? | 5% | 2.1 | 36 | 0% | -7%
Brc1cc(Cc2nnc(-c3ccccc3)o2)c(Br)s1 | i | 16% | -2% | 0.7% | 2% | 0% | 1.9 | 61 | 6% | -5%
Cc1ccc(C(=O)NC(N2CCCC2)C(Cl)(Cl)Cl)cc1 (stereo unspecified) | i | 2% | 10% | -0.1% | 6% | 9% | -2.2 | 71 | 6% | -1%
CCOc1ccc(-n2c(O)c(/C=N/Nc3nnc(C)c(=O)[nH]3)c3ccccc3c2=O)cc1 | i | 4% | 3% | -0.1% | -15% | ? | 0.0 | 38 | 30% | 2%
CCNC(=O)CCC(=O)Nc1cc(Cl)ccc1C | i | 13% | -6% | 0.0% | -1% | 10% | -1.1 | 31 | 12% | 0%
Cc1cc(C(=O)NNC(=O)c2ccc(C(F)(F)F)cc2)no1 | i | 5% | -2% | -0.2% | 2% | 1% | 1.8 | 42 | 7% | 6%
O=C(O)c1cc(CN2CCOCC2)oc1-c1ccccc1 | i | 1% | -7% | 0.3% | 3% | 3% | -0.4 | 83 | 5% | -5%
O=C(NCC1CCCO1)c1ccc(-c2cccc(C(F)(F)F)c2)o1 (stereo unspecified) | · | 3% | -2% | -0.1% | 10% | 26% | 0.9 | 69 | 6% | 2%
O=C(NCCCCCCOC1=NS(=O)(=O)c2ccccc21)C(=O)Nc1ccccc1 | i | 12% | -8% | 0.0% | 1% | 1% | 1.1 | 77 | 2% | -5%
CCC(=O)N1CCc2cc(S(=O)(=O)NC(C(=O)NCc3ccccc3)C(C)C)ccc21 (stereo unspecified) | i | 22% | -3% | 0.0% | 6% | 4% | 0.4 | 85 | 4% | -2%
Nc1c2nc(-c3ccccc3)[nH]c(=O)c2nc(=O)n1-c1ccccc1 | i | 2% | -5% | -0.1% | 11% | 25% | 12 | 56 | 13% | -1%
CCOc1ccc(OCc2ccc(C(=O)N3CCOCC3)cc2)cc1 | i | -4% | -18% | -0.3% | 1% | 11% | -0.5 | 92 | 12% | -1% | NS5 inhibitors pilot replicate=-1.5
CS(=O)(=O)N(CC(=O)O)c1cc(C(F)(F)F)ccc1Cl | · | · | · | · | · | 19% | 4.1 | 60 | -2% | 0%
COC(=O)c1cccc(C(=O)Nc2cnc3ccccc3c2)n1 | i | 16% | 11% | -0.2% | 10% | 26% | 0.7 | 71 | 10% | -1%
CCS(=O)(=O)c1ccc2c(c1)N(S(=O)(=O)c1cccs1)CC(C(=O)O)O2 (stereo unspecified) | · | 9% | -5% | 0.7% | 6% | 10% | 0.4 | 85 | 6% | 2%
O=C(NNC(=O)c1sccc1-n1cccc1)c1ccccc1 | i | -2% | 17% | 0.4% | 7% | 9% | 1.4 | 48 | 7% | -2%
c1ccc(OCc2nn3c(C4CCCCC4)nnc3s2)cc1 | i | 8% | 5% | -0.2% | 3% | 13% | -0.9 | 58 | -1% | -6%
COc1ccc(NS(=O)(=O)c2cccc3nsnc23)cc1Cl | · | 15% | -6% | -0.2% | 5% | 5% | -0.7 | 42 | 0% | -4%
O=C(NCC(c1ccc(F)cc1)N1CCOCC1)c1ccco1 (stereo unspecified) | · | · | · | · | · | 14% | 0.6 | 69 | 6% | -8%
NS(=O)(=O)c1ccc(NC(=S)NNC(=O)CCC(=O)Nc2ccccc2Cl)cc1 | · | -1% | 8% | -0.2% | -10% | 10% | -0.2 | 49 | 7% | -4%
Cc1[nH]nc(SCC(=O)NCc2ccc(Cl)cc2)c1[N+](=O)[O-] | i | 5% | 6% | -0.3% | -9% | 8% | 2.6 | 68 | -6% | 2%
O=c1oc2cc(OCc3ccc([N+](=O)[O-])cc3)ccc2c2c1CCCC2 | i | 8% | 11% | -0.3% | 8% | 7% | 3.5 | 99 | 7% | -9%
Cc1ccccc1CC(=O)N1CCCC(CNC(=O)c2ccc(F)cc2)C1 (stereo unspecified) | · | 14% | -14% | -0.1% | 9% | 14% | 0.1 | 47 | 11% | -1%
CCN(CC)S(=O)(=O)c1ccc(C)c(NC(=O)COC(=O)CNC(=O)c2ccc(C(C)(C)C)cc2)c1 | i | 5% | 6% | -0.1% | -1% | 4% | 7.9 | 73 | 7% | -4%
CCOC(=O)C1CCCCN1Cc1cccc(OCc2ccccc2)c1 (stereo unspecified) | · | 7% | 5% | -0.2% | -11% | 16% | 0.9 | 78 | ? | -1%
COc1ccc(-c2onc(C)c2-c2cscn2)c(O)c1 | i | 5% | -1% | -0.5% | -7% | 4% | 1.2 | 43 | -3% | -16%
Cc1nc(C)c(-c2csc(Nc3ccc(S(N)(=O)=O)cc3)n2)s1 | · | -3% | 4% | -0.2% | 5% | 14% | -0.3 | 56 | -4% | -6% | NS5 inhibitors pilot replicate=-0.3
CCOC(=O)C1CCN(Cc2cccc(OCc3ccccc3)c2)CC1 | · | -6% | 10% | -0.2% | -7% | 6% | -0.5 | 62 | 19% | -2% | NS5 inhibitors pilot replicate=0.9
CCc1ccc(N(CC(=O)Nc2sc3c(c2C(=O)OC)CCCC3)S(C)(=O)=O)cc1 | i | 16% | 0% | -0.3% | 6% | 6% | 12 | 65 | 5% | -5%
COc1cc(CN(C)C)cc(C=O)c1O | i | -1% | 4% | -0.1% | -8% | · | 0.5 | 19 | 5% | 6%
CC(C)CC(OC(=O)c1cccs1)C(=O)NCc1ccco1 (stereo unspecified) | i | 10% | -2% | 0.2% | 38% | 20% | 0.6 | 69 | 9% | 2%
S=C(Nc1ccc(Cl)cc1)NC1CCCCC1 | i | 7% | -5% | 0.3% | -6% | 15% | 1.7 | 48 | 11% | 6%
CCCCOc1ccc(NC(=O)Cn2c(=O)ccc3c(C)cc(C)nc32)cc1 | i | 11% | -11% | -0.3% | 20% | 1% | -2.4 | 78 | 4% | -2%
COc1ccccc1C(CNC(=O)c1ccc(-c2ccccc2Cl)o1)N1CCCC1 (stereo unspecified) | · | · | · | · | · | 6% | 7.3 | 54 | 6% | 1%
C=CCC1S/C(=N/N=C/c2cccs2)NC1=O (stereo unspecified) | i | 14% | -5% | 0.5% | 0% | 13% | -1.4 | 92 | 11% | -7%
O=C1CSC(=Nc2cccc([N+](=O)[O-])c2)N1 | · | 4% | -3% | 0.0% | 5% | -1% | -1.6 | 35 | 4% | -4%
N#CC1=C(S)N(c2ccccc2)C(c2ccc(-c3cccc(Cl)c3)o2)NC1=O (stereo unspecified) | i | 12% | -10% | 8.3% | 1% | 34% | 2.1 | 71 | 181µM* | -10%
CSc1nc(-c2ccccc2)nc(N2CCOCC2)c1C(C)=O | i | -6% | 0% | -0.8% | -7% | 16% | 4.2 | 31 | 11% | -11%
Cc1[nH]nc2c1/C(=N/O)CC(c1ccccc1)C2 (stereo unspecified) | i | -6% | 6% | 0.2% | 3% | 1% | -1.5 | 71 | 11% | 1% | NS5 inhibitors pilot replicate=2.1
O=C(CCC(=O)c1cccs1)OCc1nnc(-c2ccccc2)o1 | i | -3% | 2% | 0.0% | 14% | -5% | -2.1 | 70 | 5% | -4%
Cc1ccccc1C(=O)Nc1ccc(S(=O)(=O)N2CCCC2)cc1 | · | 2% | 0% | 0.3% | -4% | -22% | -0.9 | 46 | 0% | 3%
Cc1cccc(C(=O)NCCC(=O)Nc2ccc(C)c(F)c2)c1 | · | 5% | 6% | 0.0% | -3% | 1% | 0.8 | 54 | 1% | -5%
COC(=O)/C(=C\c1ccc(O)cc1)c1nc2ccccc2[nH]1 | i | 0% | 2% | 0.0% | 2% | 13% | 3.9 | 30 | 12% | -9%
Cn1nccc1C(=O)N1CCN(C23CC4CC(CC(C4)C2)C3)CC1 | · | -5% | -5% | -0.1% | 6% | 11% | -0.2 | 63 | 6% | 3%
CCc1cc(C(=O)NC2CCCN(Cc3ccccc3F)C2)n(C)n1 (stereo unspecified) | · | -16% | 18% | 0.2% | -11% | 3% | -0.6 | 57 | 8% | -8%

Remaining list, next part.
SMILES | Yfh1-off respiration | GPR55 LPI antagonism | GPR35 arrestin U2OS | GPR55 activation | AID2073 | Large T inhibition | NTR1 ag | NTR1 ag cell count 20 µM | Rac1 GTP hydrolysis | NS5 inhibitors | others
COC(=O)[C@H](CCSC)NC(=O)Nc1cc(C)ccc1C | i | 11% | -4% | -0.2% | -3% | 1% | -1.2 | 46 | 6% | 0%
CC(=O)N1CCc2cc(S(=O)(=O)Nc3ccccc3N3CCN(C)CC3)ccc21 | i | 5% | 8% | 0.2% | -2% | -3% | -0.1 | 37 | -2% | 1%
CC(C)Cc1ccc(CN2CCCC(NC(=O)c3cccc(-n4cnnc4)c3)C2)cc1 (stereo unspecified) | · | 15% | -16% | -0.1% | 5% | 28% | 1.4 | 78 | -8% | 7%
Cc1ccc2nc(C)cc(N/N=C/c3ccc(F)cc3)c2c1 | i | 1% | 13% | 0.3% | 11% | 8% | 2.1 | 49 | 7% | -3%
